Assay outcomes from PubChem BioAssay.
NCI-60 one-dose screen, 48 h, at 10 µM unless noted. Numbers give growth in % (100 = growth as untreated, 0 = no growth, -100 = all killed).
HL-60(TB) = HL-60(TB) leukemia cells; 9% of 78,000 active; AID 1794776; active = growth percent below 10
* = called active by the depositor; & = joins results of further samples. This is a subset; the hit share may differ from the screen's.

CC1=C[C@H]2O[C@@H]3C[C@H]4OC(=O)/C=C\C=C\[C@H]([C@@H](C)O)OCC[C@@H](C)[C@H](O)C(=O)OC[C@@]2(CC1)[C@]4(C)[C@]31CO1
  HL-60(TB) = -50*
CN1C(C)(C)CC(O)(C(=O)O)CC1(C)C
  HL-60(TB) = 103
CC[C@H](CC[C@@H](C)[C@H]1CC[C@H]2[C@@H]3CC[C@H]4C[C@]5(CC[C@]4(C)[C@H]3CC[C@]12C)OO[C@](C)(C(F)(F)F)O5)C(C)C
  HL-60(TB) = 106
CCCCCCCCC/C=N/Nc1ccc([N+](=O)[O-])cn1
  HL-60(TB) = 89
CC(C(=O)O)N1C(=NCC(=O)c2ccccc2)NNC1(C)c1ccccc1O (configuration not stated)
  HL-60(TB) = 104
CCOC(=O)c1nnn(-c2no[n+]([O-])c2-c2ccc(OC)cc2)c1COc1cccc2cccnc12
  HL-60(TB) = -18*
COc1cc2c(c(OC)c1OC)C(=O)CC(c1cccc(NC(=O)c3cc(NC(=O)[C@H](Cc4ccccc4)NC(=O)OC(C)(C)C)ccc3C)c1)O2 (some centres not stated)
  HL-60(TB) = 99
COc1ccc(/C=C/c2nc3ccccc3c3nnc(-c4ccc(Cl)cc4)n23)cc1
  HL-60(TB) = 75
CC(=C\c1ccccc1)/C=C1/NC(=O)NC1=O
  HL-60(TB) = 100
CCOc1ccc(/C=C2\N=C(C)N(CCc3ccc(S(N)(=O)=O)cc3)C2=O)cc1
  HL-60(TB) = 88
COC(=O)c1nc(N)nc(C(=O)OC)c1C(=O)c1ccc2ccccc2c1
  HL-60(TB) = 99&117
COc1cc(C2CC(c3ccc(C)cc3)=NN2C=O)ccc1Oc1nc2c(c(=O)n(C)c(=O)n2C)n1C (configuration not stated)
  HL-60(TB) = 111
CC1=N/C(=C\c2ccc(Cl)cc2)C(=O)N1CCc1ccc(S(=O)(=O)NC(=S)NCc2ccccc2)cc1
  HL-60(TB) = 111
CN(C)CCNC(=O)c1cccnc1Nc1cc2ccccc2cc1C(=O)O
  HL-60(TB) = 79
COc1ccc2oc(=O)cc(CC(=O)NCCc3c[nH]c4ccccc34)c2c1
  HL-60(TB) = 81

O=c1[nH]c2ncc(-c3ccc4ncnc(N5CCc6cc(F)c(Cl)cc65)c4c3)cc2o1
  HL-60(TB) = 77
O=Cc1[nH]c(Sc2ccccc2)c2ccccc12
  HL-60(TB) = 12
O=C(Nc1ccc([N+](=O)[O-])cc1)N1CCOCC1
  HL-60(TB) = 104
C[C@H]1[C@H](C)CC[C@]2(C(=O)O)CC[C@]3(C)C(=CC[C@@H]4[C@@]5(C)C[C@@H](Cc6cn([C@@H]7O[C@H](CO)[C@@H](O)[C@H](O)[C@H]7O)nn6)[C@H](O)C(C)(C)[C@@H]5CC[C@]43C)[C@H]12
  HL-60(TB) = 91
Cc1ccc(-n2nc(C(=O)NCC(=O)O)nc2-c2ccccc2)cc1
  HL-60(TB) = 110
COc1cc(/C=C/c2cc(/C=C/c3ccc(O)c(OC)c3)n(C(=O)Nc3ccc(Cl)cc3)n2)ccc1O
  HL-60(TB) = -21*
COc1c(C)cnc(CSc2nc(-c3ccc(F)cc3)cn2-c2ccc(Cl)cc2)c1C
  HL-60(TB) = 92
Cc1ccc(-c2cc(-c3ccccn3)[nH]n2)cc1
  HL-60(TB) = 87
COc1cc(C2C3CCc4ccccc4C3=NN2C(C)=O)cc(OC)c1OC (configuration not stated)
  HL-60(TB) = 97
CCOC(=O)C1(c2ccccc2)CCCNC1=O (configuration not stated)
  HL-60(TB) = 83
COc1ccc(/C=N/NC(=O)c2c(Nc3ccccc3)nn(CC(O)c3ccccc3)c2N)cc1Oc1ccccc1 (configuration not stated)
  HL-60(TB) = 104
COc1ccc(NC(=O)Nc2ccc(OCC(=O)N=Nc3c(O)[nH]c4ccc([N+](=O)[O-])cc34)cc2)cc1
  HL-60(TB) = 99
CCC1C(C)(C)c2ccc(C)cc2C1(C)C (configuration not stated)
  HL-60(TB) = 97
O=C(NNC(=O)c1ccncc1)Nc1ccccc1
  HL-60(TB) = 99
C/C(=N/O)c1ccc(N2C(=O)c3ccc(C(C)(C)C)cc3C2=O)cc1
  HL-60(TB) = 84

COc1ccc(/C=C2\SC(=O)N(CCN(C(C)C)C(C)C)C2=O)cc1
  HL-60(TB) = 105
CC(C)C1C2=C(NCCN1C(=O)c1ccncc1)C(C)(C)N(Cc1ccccc1)C2=O (configuration not stated)
  HL-60(TB) = 87
CCOC(=O)c1nn(-c2ccn(C)n2)c(C(=O)OCC)c1N
  HL-60(TB) = 110
C[C@]12CC[C@H]3[C@@H](C[C@@H]4SC(Nc5ccccc5)=N[C@@]45C/C(=N/O)CC[C@]35C)[C@@H]1CCC2=O
  HL-60(TB) = 70
CC1Cn2c(nnc2-c2ccccc2O)S1 (configuration not stated)
  HL-60(TB) = 95
O=Nc1c(O)c(Cl)cc2ccccc12
  HL-60(TB) = 43
Cc1cc(NNC(N)=S)c2ccccc2c1N=NC(N)=S
  HL-60(TB) = 64
CCOC(=O)C1=C(c2ccccc2)N=C2SC3C(=NN(c4ccccc4)C3c3ccc(Br)cc3)N2C1c1cc(OC)c(OC)c(OC)c1 (configuration not stated)
  HL-60(TB) = 99
Cc1[nH]c(-c2nc3ccccc3[nH]2)c(C)c1C(=O)N1CCCC1
  HL-60(TB) = 125
COc1cc(/C=C/C(=O)c2c(C)oc3nc[nH]c(=O)c23)cc(OC)c1OC
  HL-60(TB) = 66
COC(=O)CCNS(=O)(=O)/N=C1\NC(=O)NC1=C(Cl)Cl
  HL-60(TB) = 101
C=CCSC(=S)OCc1ccccc1
  HL-60(TB) = 76
Nc1c(C(=O)Nc2cccc3cnccc23)sc2nc3c(cc12)C(=O)CCC3
  HL-60(TB) = 60
COc1ccc(-c2nc3c4cc(-c5ccc(OC)cc5)oc4ncn3n2)cc1
  HL-60(TB) = 97
O=C(COc1ncnc2sc3c(c12)CCCC3)N/N=C/c1ccc(Cl)cc1
  HL-60(TB) = 120

(next part)
Structure,HL-60(TB)
Cc1nc(-c2ccc(Cl)cc2)ccc1-c1nnc(SCC(C)C)o1,93
N#CC1=C(N)Oc2c(c(=O)[nH]c3ccccc23)C12C(=O)c1cccc3cccc2c13 (configuration not stated),110
O=C(/C=C/c1cn(-c2ccccc2)nc1-c1ccc(OCc2ccccc2)cc1)c1ccc(OCc2ccccc2)cc1,107
CCOC(=O)c1cc(-c2cccc3ccccc23)nc2ccccc12,100
O=C1C2CC=CCC2C(=O)N1c1nccs1 (configuration not stated),94
O=C(O)Cn1cnc2c(=S)nc[nH]c21,109
Cc1ccc(S(=O)(=O)Nc2ccccc2C(=O)NO)cc1,75
Cc1cccc(NC(=O)Nc2cccc(-c3cc(=O)c4ccccc4o3)c2)c1,81
CCOP(=O)(CCCCCCC#N)Oc1ccc([N+](=O)[O-])cc1 (configuration not stated),103
CC(C)OC(=O)c1ccc(NC(=O)CN2CCOCC2)cc1,95
Oc1ccc2ccccc2c1C1NNC(=S)N1 (configuration not stated),80
CCCS(=O)(=O)Nc1ccc(C(=O)CC2(O)C(=O)Nc3ccccc32)cc1 (configuration not stated),97
N#Cc1c(-c2cccc(F)c2)cc(-c2ccncc2)[nH]c1=O,101
N#Cc1c(-c2cccs2)cc(-c2ccccc2Br)[nH]c1=O,93
Clc1ccccc1Nc1n[nH]c(-c2ccccc2)n1,103
O=[N+]([O-])Cc1c2ccccc2nc2ccccc12,96
NCC(=O)NCC(=O)NC1(C(=O)O)CCCC1,98
CC(C)(O)C1C2OC(=O)C1C1(O)CC3OC34C(=O)OC2C14C (configuration not stated),61
C=C1c2c(C)nn(C)c2N(C)C23CC1C1(C)c4c(C)nn(C)c4N(C)C(C)(CC12)C3 (configuration not stated),84
COc1cc2c(cc1O)[C@@]1(C)[C@H](c3ccccc3Br)OC(=O)N1CC2,73
CC(C)(C)c1ccc(O)cc1,102
Cc1[nH]c2ccccc2c1CN1CCCCC1,107
Cc1ccccc1N(C)c1nc(N)nc2[nH]ncc12,86
C#CCNC(=O)[C@]12CC[C@@H](C(=C)C)[C@@H]1[C@H]1CC[C@@H]3[C@@](C)(CCC#N)[C@H](C(=C)C)CC[C@@]3(C)[C@]1(C)CC2,71
C=CCC(NC(=O)Cc1ccccc1)C(=O)OCC (configuration not stated),102
CCN(CC)c1ccc(C=O)c(OCc2cn(CC(=O)Nc3ccc(F)cc3)nn2)c1,76
CCOC(=O)C(O)C(O)(c1ccccc1)c1ccccc1 (configuration not stated),91
O=c1oc2c(cnc3ccc(Br)cc32)cc1-c1ccccc1,97
O=C(NNC(=O)c1ccc(-n2cc(-c3ccccc3)nn2)cc1)Nc1ccc(Cl)cc1,99
O=c1[nH]c2cc(Cl)ccc2c(CCl)c1Cl,88
CCOc1ccc(OCC)c(N)c1,111
Cc1ccc(NC2=C(Cl)C(=O)c3nc(C)ccc3C2=O)cc1,-11*
CCc1ccc(Oc2cn[nH]c2-c2ccc(OCCc3ccc(F)cc3)cc2O)cc1,111
O=[N+]([O-])c1cccc(Nc2n[nH]c(-c3ccccc3)n2)c1,87
C=CC[PH+](c1ccccc1)c1ccccc1.C=CC[PH+](c1ccccc1)c1ccccc1.[Pt+2].[S-]c1ncccn1.[S-]c1ncccn1,-5.5*
CCOC(=O)c1c[nH]c2c(Cl)c3nnn(OCC)c3cc2c1=O,107
COc1ccc(Oc2c(I)cc(CC(NC(C)=O)C(=O)O)cc2I)cc1 (configuration not stated),86
N#CCCCC1(CCCC#N)OCCO1,88&112
O=C1/C(=C/c2ccc(Cl)cc2)Sc2ccc(F)cc21,112
COc1cc(NC2=C(Cl)C(=O)c3nc(C)ccc3C2=O)cc(OC)c1,-13*
CCCN1CCN(CCCO)CC1C (configuration not stated),107
C#CCCOC(=O)Nc1ccccc1,86
CN1CCN(C)c2ccncc2C1=O,94
O=C(Nc1ncc(Cc2ccccc2)s1)C1=NCCCN1,100
CCCCCCCCCc1ccc(OC(=O)CCl)cc1,103
CCOC1=C(c2ccccc2)Oc2ccccc2-n2c(C#N)c3ccccc3c21,95
COc1cccc(/C=C2/C[C@]3(C)[C@H]4CC[C@@H]5[C@@H]([C@@](C)(O)CC/C=C/C(C)C)CC[C@@]5(C)[C@]4(C)CC[C@H]3C(C)(C)C2=O)c1OC,92
O=C(O)c1ccc(COc2ccc([N+](=O)[O-])cc2Cl)cc1,74
O=C1[C@H]2CCCCCCCCC[C@H]1[C@]1(O)C[C@@H]2[C@H]2CO[C@@H]1O2,100
CN1CCN(c2ccc(-c3cccc(CN4CCOCC4)c3)cc2NC(=O)c2c[nH]c(=O)cc2C(F)(F)F)CC1,99
CN(C)c1ccc(N=Cc2ccccc2)cc1,70
COc1cc(C(=O)OCCN2CCN(C)CC2)cc(OC)c1OC,89
CCOC(=O)c1c(Nc2ccccc2)nn2c(-c3ccc(OC)cc3)c(C#N)cnc12,102
O=Nc1c(-c2cccc([N+](=O)[O-])c2)nc2ncccn12,0.3*
O=C(CCl)Nc1ccc(Cc2ccc(NC(=O)CCl)cc2)cc1,-18*
Nc1nc(N)c2c(ccc3c2ccn3Cc2cccc([N+](=O)[O-])c2)n1,8.4*
CC(C)(C)n1cc(-c2ccnc(NCCNS(=O)(=O)c3ccc(O)cc3)c2)c(-c2cccc(O)c2)n1,101
S=C(N/N=C\c1cccs1)N/N=C/c1cccs1,90
CC(=O)OC[C@]12CC[C@@H](c3cn(Cc4ccc(Cn5cc([C@@H]6CC[C@]7(COC(C)=O)CC[C@]8(C)[C@H](CC[C@@H]9[C@@]%10(C)CC[C@H](OC(C)=O)C(C)(C)[C@@H]%10CC[C@]98C)[C@@H]67)nn5)cc4)nn3)[C@@H]1[C@H]1CC[C@@H]3[C@@]4(C)CC[C@H](OC(C)=O)C(C)(C)[C@@H]4CC[C@@]3(C)[C@]1(C)CC2,91
Cc1cc(NC(=O)c2cccc(C(F)(F)F)c2)ccc1-n1ccc2c(NC(=O)c3ccccc3)nccc21,106

(further entries)
Structure,HL-60(TB)
CC1(C)CC[C@]2(C(=O)NCCCCCCN(CCC#N)CCC#N)CC[C@]3(C)C(=CC[C@@H]4[C@@]5(C)CCC(=O)C(C)(C)[C@@H]5CC[C@]43C)[C@@H]2C1,112
Cn1ncc2c(NCCO)ncnc21,95
CCOC(=O)c1cnc2cc(Cl)c(F)cc2c1Nc1cccc(S(=O)(=O)NC)c1,91
COc1ccc(/C=C2\CN(Cc3cn(CCNc4ccnc5cc(Cl)ccc45)nn3)C/C(=C\c3ccc(OC)c(OC)c3)C2=O)cc1OC,-11*
CC(Br)C(Br)c1cc2c(cc1Br)OCO2 (configuration not stated),97
Nc1ncnc2c1ccn2-c1cccc(NC(=O)NS(=O)(=O)c2ccc(Cl)cc2)c1,99
COc1ccc(-c2cs/c(=N\N=C\c3ccc(F)cc3)n2-c2ccccc2)cc1,60
Cc1cc(OCCCC(=O)O)ccc1Cl,135

Grouped by structure: the entries above containing an NH in an aromatic ring.
Structure,HL-60(TB)
COc1ccc2oc(=O)cc(CC(=O)NCCc3c[nH]c4ccccc34)c2c1,81
O=c1[nH]c2ncc(-c3ccc4ncnc(N5CCc6cc(F)c(Cl)cc65)c4c3)cc2o1,77
O=Cc1[nH]c(Sc2ccccc2)c2ccccc12,12
Cc1ccc(-c2cc(-c3ccccn3)[nH]n2)cc1,87
COc1ccc(NC(=O)Nc2ccc(OCC(=O)N=Nc3c(O)[nH]c4ccc([N+](=O)[O-])cc34)cc2)cc1,99
Cc1[nH]c(-c2nc3ccccc3[nH]2)c(C)c1C(=O)N1CCCC1,125
COc1cc(/C=C/C(=O)c2c(C)oc3nc[nH]c(=O)c23)cc(OC)c1OC,66
N#CC1=C(N)Oc2c(c(=O)[nH]c3ccccc23)C12C(=O)c1cccc3cccc2c13 (configuration not stated),110
O=C(O)Cn1cnc2c(=S)nc[nH]c21,109
N#Cc1c(-c2cccc(F)c2)cc(-c2ccncc2)[nH]c1=O,101
N#Cc1c(-c2cccs2)cc(-c2ccccc2Br)[nH]c1=O,93
Clc1ccccc1Nc1n[nH]c(-c2ccccc2)n1,103
Cc1[nH]c2ccccc2c1CN1CCCCC1,107
Cc1ccccc1N(C)c1nc(N)nc2[nH]ncc12,86
O=c1[nH]c2cc(Cl)ccc2c(CCl)c1Cl,88
CCc1ccc(Oc2cn[nH]c2-c2ccc(OCCc3ccc(F)cc3)cc2O)cc1,111
O=[N+]([O-])c1cccc(Nc2n[nH]c(-c3ccccc3)n2)c1,87
CCOC(=O)c1c[nH]c2c(Cl)c3nnn(OCC)c3cc2c1=O,107
CN1CCN(c2ccc(-c3cccc(CN4CCOCC4)c3)cc2NC(=O)c2c[nH]c(=O)cc2C(F)(F)F)CC1,99
